Bioassay records: PubChem, Sanford-Burnham Center for Chemical Genomics
697 NFkB inh – lowers PMA/ionomycin-induced NF-kB signal in 697 B cells; 697 B-cell NF-kB luciferase reporter, 16 h; inhibition, % at 4 µM; 0.33% of 330,000 active; in the data active means inhibition above about 35%
Jurkat NFkB inh – lowers PMA/ionomycin-induced NF-kB signal in Jurkat cells | PMA/ionomycin-induced NF-kB luciferase reporter, luminescence | inhibition, % at 4 µM | 0.53% of 330,000 active | AID 435003; in the data active means inhibition above about 50%
Gli-Sufu block – antagonists of Gli-Sufu signaling. 0.74% of 340,000 active. inhibition, % at 5 µM. AID 588413. Sufu-KO-LIGHT fibroblasts, Gli luciferase reporter luminescence;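 active means inhibition above about 55%, limit read from the data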;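 further: 0% = DMSO-treated cells and 100% = wells with medium but no cells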
CHOP UPR activ – activators of apoptotic arm of unfolded protein response (CHOP); CHO-CHOP luciferase reporter, UPR activation, luminescence; percent of tunicamycin response over DMSO baseline; activation, % at 10 µM; 0.34% of 330,000 active; AID 449763;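 active means at 10 µM dose, activation of 40% or more, normalized to positive control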;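 further: 100% = tunicamycin at 10 µg/mL and 0% = DMSO alone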
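System: CHO-CHOP luciferase reporter cell line | Buffer or medium: F12 medium containing 10% fetal bovine serum | Doses: One dose, 10 µM in 0.5% DMSO | Times: 6 h compound exposure at 37 °C after overnight seeding | Signal: Luciferase luminescence | Read-out: % activation vs tunicamycin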
CXCR6 inh – inhibitors of human CXCR6 receptor; O00574; CHO-K1 PathHunter CXCR6 beta-arrestin, luminescence; inhibition, % at 20 µM; 0.36% of 360,000 active; in the data active means inhibition above about 34%, passing the limit was not always enough;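 further: antagonist mode with CXCL16 agonist at 10 nM final; 0% = 10 nM CXCL16 with DMSO and 100% = unstimulated wells without agonist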
Target sequence (O00574 whole entry, looked up): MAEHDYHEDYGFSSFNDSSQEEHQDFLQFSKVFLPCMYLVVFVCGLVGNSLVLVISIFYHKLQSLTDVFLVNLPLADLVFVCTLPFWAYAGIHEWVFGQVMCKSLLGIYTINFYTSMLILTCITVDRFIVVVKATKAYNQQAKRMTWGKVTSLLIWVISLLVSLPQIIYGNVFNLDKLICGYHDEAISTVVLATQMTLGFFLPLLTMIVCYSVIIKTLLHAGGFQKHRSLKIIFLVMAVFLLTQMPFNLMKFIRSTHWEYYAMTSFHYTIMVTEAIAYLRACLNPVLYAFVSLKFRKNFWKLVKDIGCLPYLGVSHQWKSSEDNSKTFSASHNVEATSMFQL
XBP1 UPR activ – adaptive UPR (XBP1) activation. activation, % at 20 µM. 0.33% of 330,000 active. CHO-XBP1 luciferase reporter, IRE1-XBP1 UPR activation, luminescence; percent of tunicamycin response, DMSO as zero. AID 463104;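 active means versus positive control, 20 µM dose yields 30% or more activation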;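 further: 100% = tunicamycin at 10 µg/mL and 0% = DMSO only wells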
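Material: CHO cell line with stable XBP1 luciferase reporter; schedule: 16-18 h cell attachment at 37 °C, then 6 h compound exposure; signal: glow luminescence from Steady-Glo reagent; medium: serum-containing F12 medium, 10% FBS; benchmarks: tunicamycin 10 µg/mL and vehicle-only wells; read-out: percent activation relative to tunicamycin reference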
EBI2 block – blocks human EBI2 receptor beta-arrestin signaling. EBI2 beta-arrestin recruitment, luminescence, 7a,25-OHC stimulated. 0.81% of 360,000 active. inhibition, % at 5 µM; in the data active means inhibition above about 38%;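 further: enzyme fragment complementation signal reports receptor beta-arrestin coupling in cells; 0% = agonist plus DMSO wells and 100% = wells without agonist; some results beyond the cut were filed as inactive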
Mdm2-MdmX inh – inhibitors of human Mdm2/MdmX interaction; inhibition, % at 8 µM; SaOS-2 split-luciferase Mdm2/MdmX complementation, luminescence; O15151+Q00987; 3% of 330,000 active;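 active means inhibition of at least 50% at 8 µM in the primary screen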
CCR6 antagonist – antagonists of human CCR6 receptor | P51684 | CHO-K1 CCR6 PathHunter beta-arrestin, luminescence, CCL20-stimulated | inhibition, % at 20 µM | 0.49% of 340,000 active | AID 493098;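 active means compounds whose inhibition of the agonist-driven luminescence signal at 20 µM reaches about 50%, limit read from the data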;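 further: cells stimulated with CCL20 at 14 nM final; plate controls were DMSO with CCL20 for no effect and DMSO without agonist for full effect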
Target sequence (P51684 whole entry, looked up): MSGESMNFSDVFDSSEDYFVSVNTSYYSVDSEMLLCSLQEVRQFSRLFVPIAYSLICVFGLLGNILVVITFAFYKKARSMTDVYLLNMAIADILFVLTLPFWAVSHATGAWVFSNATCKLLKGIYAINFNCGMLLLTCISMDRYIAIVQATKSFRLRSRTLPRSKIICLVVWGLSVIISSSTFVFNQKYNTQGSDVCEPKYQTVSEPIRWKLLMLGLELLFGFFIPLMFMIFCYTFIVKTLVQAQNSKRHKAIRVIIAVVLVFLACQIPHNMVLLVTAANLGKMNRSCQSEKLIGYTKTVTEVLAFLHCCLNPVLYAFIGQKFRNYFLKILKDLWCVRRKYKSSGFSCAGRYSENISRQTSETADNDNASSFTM
The depositor's hits bear a star; · = not tested or not shown.

Below each compound – 697 NFkB inh, Mdm2-MdmX inh, Jurkat NFkB inh, EBI2 block, CXCR6 inh, CHOP UPR activ, XBP1 UPR activ, CCR6 antagonist, Gli-Sufu block
> CCOc1ccccc1Nc1ncnc2c1cnn2-c1ccccc1
    -7.7, 13.6, -0.8, 14.5, 1.9, 4.2, 6.3, -2.0, -5.3
> O=C(c1ccc(F)cc1)c1cc2ccccc2o1
    -34.8, -4.9, -63.6, 1.5, 4.9, 7.9, 1.5, 11.7, -79.9
> CN(C)CCCN(C(=O)c1sc2ccccc2c1Cl)c1nc2c(F)cccc2s1
    -3.6, -21.8, -3.8, -5.5, 0.3, 2.1, 1.6, -3.0, 2.4
> CCOCCCNC(=O)c1ccc(N(C)S(=O)(=O)c2ccc(OC)cc2)cc1
    8.8, 7.5, 12.6, -3.3, 3.1, 0.8, -1.3, -6.5, -0.2
> CCNC(=S)N(Cc1ccco1)Cc1cc2cc(OCC)ccc2[nH]c1=O
    -18.3, -13.3, -13.3, 6.6, 1.5, 1.5, -0.7, -1.7, 19.8
> CN(C)CCNC(=O)C(=O)NCC(c1ccc2c(c1)OCO2)N1CCN(c2ccc(F)cc2)CC1 (configuration not stated)
    -0.2, 20.6, 5.8, 1.9, 4.4, 2.9, -1.4, 5.8, -6.6
> Cc1ccccc1N=C(NOCc1ccc(Cl)cc1Cl)c1nonc1N
    6.5, 48.8, 23.1, 15.9, 2.5, 0.2, 0.1, 18.7, 10.9
> Cn1c(=O)n(C)c2cc(/C=N/N=C3/NC(=O)C(CC(=O)O)S3)ccc21 (configuration not stated)
    10.5, 31.9, -3.7, -3.2, 3.7, 1.0, -3.2, 0.4, 1.4
> COc1ccccc1N1CCN(S(=O)(=O)CCNC(=O)c2cc(=O)c3ccccc3o2)CC1
    -7.0, 20.7, 4.5, 12.6, 2.8, -0.3, 1.7, -15.0, 18.7
> O=C(c1cc2cc([N+](=O)[O-])ccc2oc1=O)n1cccn1
    10.0, 5.6, 0.1, 7.7, 0.2, -1.0, -1.9, -3.3, -10.2
> CSc1ncc(Cl)c(C(=O)NCc2ccc3c(c2)OCO3)n1
    4.3, 5.4, 3.4, -6.8, -0.4, -0.7, -1.0, 7.7, -14.4
> Cn1nnc(NC(=S)NC(=O)Cc2ccccc2)n1
    -7.7, 10.0, 4.3, -7.1, 33.0, 0.3, 0.8, 38.2, 13.9
> CC(C)(C)NC(=S)NNC(=O)c1ccc2ncccc2c1
    -67.0, -51.8, -60.1, 9.9, 15.4, 2.1, 0.7, 15.9, -47.5
> CC1Cc2ccccc2N1C(=O)C12CCC(C)(C(=O)C1)C2(C)C (configuration not stated)
    -5.1, 0.2, -5.9, -5.5, -3.3, 0.6, -1.1, 2.1, 3.6
> O=c1c2ccccc2ncn1-c1ccc2c(c1)OCCO2
    -12.1, 16.8, -0.9, 1.7, -4.0, -2.9, -4.0, -0.6, -39.3
> C/C(=N\Nc1cc(-c2ccccc2)nc(-c2ccc(Br)cc2)n1)c1cccc(N)c1
    -25.2, 28.9, -14.2, 29.4, 1.4, 3.1, 7.6, -11.3, 11.7
> CC(C)(C(=O)c1ccccc1)/[N+]([O-])=C/c1ccc(F)cc1
    25.5, 8.3, 8.8, -7.4, 5.5, -0.1, 0.8, -7.5, 2.2
> COc1ccccc1NC(=O)C(C/C=C(\C)Cl)C(C)=O (configuration not stated)
    2.0, 15.4, -5.3, 1.8, 4.1, -3.2, -1.0, 6.5, 7.6
> O=C(C[C@@H]1C/C=C/CC[C@@H](Cc2ccc(F)cc2)C(=O)O[C@@H](c2ccccc2)CNC1=O)NCCO
    2.5, 41.9, -0.1, -12.9, -7.0, -0.3, -1.6, -10.2, 2.8
> CCc1c(C)sc(NC(=O)CCc2ccc(OC)cc2)c1C(N)=O
    1.8, -4.3, -10.3, -16.8, -2.4, 0.2, 1.2, 0.6, -13.7
> CN1CCc2c(sc3nc(NN)n(Cc4ccccc4)c(=O)c23)C1
    -17.5, -8.1, -22.6, -25.1, -3.6, -1.2, -5.0, 5.6, 3.2
> COc1cc(OC)c(-n2cc(-c3ccc(Cl)cc3)[nH]c2=O)cc1Cl
    -0.4, -0.9, 4.4, 31.1, 7.6, -1.5, 0.0, 28.3, -7.3
> O=C(NN=C1CCCC1)c1sc2ccccc2c1Cl
    17.9, -5.4, 2.6, -2.9, 8.3, 6.5, 2.3, 4.3, -5.0
> c1ccc2c(c1)[nH]c1nc(SCCN3CCOCC3)nnc12
    -6.7, 24.1, -1.2, -3.9, -7.5, 3.0, -0.1, 16.9, -5.3
> CN(c1ccc(C(=O)NCCSCc2ccco2)cc1)S(C)(=O)=O
    -29.0, 0.2, -35.5, -1.6, -13.0, -0.3, 5.5, 22.9, -10.2
> COc1ccccc1OCc1ccc(C(=O)N2CCN(C)CC2)o1
    -10.3, -14.2, -3.9, -13.7, -10.9, 0.2, -2.7, -12.6, -2.9
> Cn1c(SCC(N)=O)nnc1-c1ccccc1
    16.5, 6.1, -13.2, -7.1, -11.2, -4.0, -1.2, -0.3, 4.5
> O=C(CCCN1C(=O)/C(=C\c2cccs2)SC1=S)Nc1ccccn1
    7.1, 70.4*, 0.9, -3.6, -0.6, -0.7, -1.2, 27.2, 4.1
> CC1CCCCN1C(=O)c1cc(Cl)ccc1[N+](=O)[O-] (configuration not stated)
    22.7, 17.8, -2.2, -20.1, 3.0, 1.3, 0.6, 5.0, 4.3
> O=C(CCCn1c(=S)[nH]c2ccc(Br)cc2c1=O)NCc1ccccn1
    2.5, 5.4, -5.3, -5.2, -2.0, 0.1, 0.1, 1.4, -5.0
> CCOc1cc(/C=N/NC(=O)c2cccnc2)ccc1OCC(=O)N(C)C
    11.9, 5.5, 12.8, 0.5, -5.6, -2.1, -3.3, 0.2, -1.0
> COC(=O)c1ccccc1NC1=C/C(=N\S(=O)(=O)c2ccc(C(=O)O)cc2)c2ccccc2C1=O
    -0.6, 90.0*, 18.9, -1.5, 27.3, 22.6, 4.0, 55.0*, 4.7
> O=C(CN1C(=O)CC(c2ccco2)Sc2ccccc21)NCc1ccc2c(c1)OCO2 (configuration not stated)
    10.0, 4.9, -0.4, 6.0, -5.2, -0.5, -0.3, 3.9, 0.0
> Cc1ccc(-n2ncc3c(SCC(=O)NNC(=O)C(C)C)ncnc32)cc1
    -47.3, -27.2, -21.4, -4.8, 3.3, 5.2, 2.1, 7.7, -23.3
> CC1CCN(CC(CS(=O)(=O)c2ccc([N+](=O)[O-])cc2)N2CCC(C)CC2)CC1 (configuration not stated)
    10.9, 99.8*, 18.3, -1.2, -0.8, 33.6, -4.6, 9.7, -15.7
> Cc1ccc(-c2nnc(Nc3ccc(CC(N)=O)cc3)c3ccccc23)cc1S(=O)(=O)NCC1CCCO1 (configuration not stated)
    26.9, 7.6, 0.0, 7.0, -0.3, -0.6, 6.2, 18.1, 1.6
> COc1ccc(NC(=O)Nc2ccc(Br)c(C)c2)cc1
    -53.1, -34.0, -66.1, 7.4, 1.8, 5.5, -1.8, 5.8, -25.1
> COc1ccccc1CNC(=O)CN1C(=O)NC2(CCC(C)CC2)C1=O (configuration not stated)
    7.0, -7.8, -9.0, -7.7, -0.7, 0.2, -0.5, 6.8, -1.7
> Cc1nn(-c2ccc(Cl)cc2)c(=O)c2ccccc12
    -64.3, -37.2, -74.3, 4.7, 0.1, 8.8, -0.3, 3.8, -71.7
> CCOC(=O)Cc1csc(NC(=O)CSc2nnc(C(C)C)n2C)n1
    -26.1, 8.7, -5.6, -11.1, 0.7, -1.3, -1.9, -1.0, -0.8

Random excerpt: 3 entries already listed, in no set order.
Below each compound – 697 NFkB inh, Mdm2-MdmX inh, Jurkat NFkB inh, EBI2 block, CXCR6 inh, CHOP UPR activ, XBP1 UPR activ, CCR6 antagonist, Gli-Sufu block
> COC(=O)c1ccccc1NC1=C/C(=N\S(=O)(=O)c2ccc(C(=O)O)cc2)c2ccccc2C1=O
    -0.6, 90.0*, 18.9, -1.5, 27.3, 22.6, 4.0, 55.0*, 4.7
> Cc1ccc(-n2ncc3c(SCC(=O)NNC(=O)C(C)C)ncnc32)cc1
    -47.3, -27.2, -21.4, -4.8, 3.3, 5.2, 2.1, 7.7, -23.3
> COc1ccccc1CNC(=O)CN1C(=O)NC2(CCC(C)CC2)C1=O (configuration not stated)
    7.0, -7.8, -9.0, -7.7, -0.7, 0.2, -0.5, 6.8, -1.7

Remaining list, next part
Below each compound – 697 NFkB inh, Mdm2-MdmX inh, Jurkat NFkB inh, EBI2 block, CXCR6 inh, CHOP UPR activ, XBP1 UPR activ, CCR6 antagonist, Gli-Sufu block
> CC(C)(C)C(=O)Nc1ccc(N=Nc2ccccc2)cc1
    -261.2, 71.1*, -218.7, 12.1, 19.1, -2.7, -3.0, 7.2, 63.7*
> CCc1ccccc1Nc1ncnc2ccccc12
    2.6, 5.2, 4.6, -0.1, 1.8, 0.9, -1.3, 6.7, ·
> NC(=O)C1CCN(C(=O)C2CCC(=O)N(Cc3ccc(Cl)cc3)C2)CC1 (configuration not stated)
    2.5, 37.3, 5.9, -3.6, -5.9, 1.6, -4.6, -5.1, -3.0
> CCOC(=O)C1=C(C)OC(N)=C(C#N)C1c1c(C)nn(-c2ccccc2)c1Cl (configuration not stated)
    -11.2, -6.9, -1.0, 5.5, -6.6, 0.3, 0.0, 2.0, -3.2
> Cn1nc(OCC(=O)O)cc1C(F)(F)F
    3.4, 15.0, -6.9, 2.6, 9.7, 0.5, -4.1, -2.9, -3.2
> Fc1ccccc1N1CCN(Cc2cc(-c3ccccc3)on2)CC1
    3.1, -12.7, -2.4, 4.2, 2.1, 0.3, 1.3, 18.3, 8.9
> Cc1ccc(S(=O)(=O)NC(=O)c2cc(C)n(-c3ccccc3)c2C)cc1
    7.4, 2.5, 0.4, -11.5, -2.7, 0.5, -3.7, -1.8, -3.1
> COc1ccc2c(c1)S/C(=C\C(=O)c1ccncc1)N2C
    -35.6, -66.8, -53.6, 1.5, 5.7, 1.4, 3.9, -9.5, 6.1
> CCCOc1ccc(C(=O)c2ccccc2C(=O)O)cc1OCCC
    16.4, 6.9, 6.5, 2.6, 6.2, -0.1, -1.3, -0.7, 3.9
> Cc1ccc(NC(=O)c2ccc(CSc3ncnc4nc[nH]c34)cc2)c(C)c1
    8.9, -2.5, -1.5, 22.2, 0.9, -2.9, 4.5, 10.4, -3.2
> Cc1cc(/C=C(\C#N)C(=O)OCC#N)c(C)n1CC(C)C
    -5.5, -6.7, -12.0, 7.4, 7.5, 3.7, 11.2, 26.4, -5.6
> Cc1nc(NC(=O)c2ccc(Cl)cc2)sc1Cc1ccc2c(c1)OCO2
    -70.4, 36.0, 46.0, 6.1, -7.7, 0.3, 5.9, 0.8, -23.9
